Lipid storage S3: qHTS Assay for Lipid Storage Modulators in Drosophila S3 Cells. Drosophila S3 cells, BODIPY lipid droplet fluorescence, 18-24 h; cells fed with added oleic acid. lipid storage change, negative = inhibition, % at the top dose, mostly 46.1 µM; hits show Potency in µM. hit rate 0.64% among 320,000; active = well fitted inhibition curve with a large enough effect in the signal ratio, with a control signal flat, not every such curve was filed as active; inconclusive = small, poorly fitted or top-dose-only effect, or effect the other way, or a change in a side signal; the % refers to the signal ratio
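Drosophila S3 cells got compounds at several concentrations plus oleic acid (400 uM solution). Laser-scanning cytometry with 488 nm excitation read lipid droplets at 500-530 nm and cells at 575-640 nm. Percent activity was relative to 20 uM Triacsin C.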
Lipid storage S3 cell count max: recorded beside Lipid storage S3, whose call it bears; cell number change, %; measured here: cell count max response;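 cells counted by Cell Tracker Red CMTPX staining in the red channel; peak over a dose series mostly up to 46.1 µM; percent activity relative to internal control wells on each plate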
* = called active by the depositor; i = inactive; ? = inconclusive; nt = no result given. % is set by controls: 0 for no effect and ±100 for the full control effect; potency is the fitted concentration of half-maximal effect.

The first 3 compounds, ahead of the listing:
SMILES	Lipid storage S3	Lipid storage S3 cell count max
CC(C)(C)NC(=O)NC(=O)CN1CC=C(c2ccccc2)CC1	?	nt
C/C(=N\NC(=O)c1ccccc1Cl)c1c(O)n(C2CCCCC2)c(=O)[nH]c1=O	?	nt
CCCCn1c(=O)c(C(=O)NC(C)c2ccccc2)c(O)c2ccccc21 (centres undefined)	i	nt

Main list, repeating the preview:
SMILES	Lipid storage S3	Lipid storage S3 cell count max
CC(C)(C)NC(=O)NC(=O)CN1CC=C(c2ccccc2)CC1	?	nt
C/C(=N\NC(=O)c1ccccc1Cl)c1c(O)n(C2CCCCC2)c(=O)[nH]c1=O	?	nt
CCCCn1c(=O)c(C(=O)NC(C)c2ccccc2)c(O)c2ccccc21 (centres undefined)	i	nt
Clc1ccc(C(Cn2ccnc2)OCc2csc3c(Cl)cccc23)c(Cl)c1 (centres undefined)	?	nt
Fc1ccc(C2NCCc3[nH]cnc32)cc1 (centres undefined)	4%	1
COc1cc(C2NCc3ccccc3-n3cccc32)ccc1O (centres undefined)	?	nt
Cc1cc(Cc2c(O)[nH]c(=S)[nH]c2=O)ccc1OC(C)C	?	nt
Cc1nc2cc(C(F)(F)F)ccc2n1C1CCN(Cc2nnnn2Cc2ccc3c(c2)OCO3)CC1	?	nt
CCOc1cccc(=NC2CCCCC2)c2c(C)n(C)c(C)c12	?	nt
CCOc1ccc(C2SCC(=O)Nc3c2c(C)nn3C2CCOC(C)(C)C2)cc1 (centres undefined)	?	nt
CC(=NCc1cccnc1)c1c(O)n(-c2ccccc2C)c(=O)[nH]c1=O	i	nt
Cc1cccc(CN2CCCC(C(=O)c3cccc(OC(C)C)c3)C2)n1 (centres undefined)	18%	7
CCC1(C(=O)c2ccc(C)cc2)C2c3ccccc3OC(=O)C21C(=O)O (centres undefined)	-9%	4
O=[N+]([O-])c1ccc(N2CCCC(C(F)(F)F)C2)c2ccncc12 (centres undefined)	?	nt
CC1CN(CC(=O)c2ccccc2Cl)CC(C)O1 (centres undefined)	?	nt
CCc1ccc(N2C(=O)NC(=O)/C(=C\c3cccn3CCOc3ccc(C(C)C)cc3)C2=O)cc1	?	nt
N#Cc1ccc(OCC(=O)N2CCN(Cc3ccc4c(c3)OCO4)CC2)cc1	-3%	1
Cc1ccc(-n2c(/C=C/c3ccc4c(c3)OCO4)nc3ccccc3c2=O)cc1	?	nt
Cn1c(O)c(C=Nc2ccc(Br)cc2)c(=O)n(C)c1=O	?	nt
CC12CN3CC(C)(CN(C1)C3c1ccco1)C2=O (centres undefined)	?	nt
Cn1ncc(Cl)c1C(=O)N1CCC2(CC1)OCCO2	-7%	11
C(=NC12CN3CN(CN(C3)C1)C2)c1cccs1	6%	-1
Cc1ccc(NC(=O)C2CCCN2C(=O)Oc2ccccc2)cc1C (centres undefined)	?	nt
CCC(C)NC(=O)CN1C(=O)CN=C(c2ccccc2)c2ccccc21 (centres undefined)	?	nt
Cc1nn(Cc2ccccc2)c(C)c1C(=O)OCC(=O)Nc1cccc(S(N)(=O)=O)c1	-1%	-12
Cc1oc(-c2ccc(Cl)cc2)nc1CS(=O)CC(=O)N1CCC2(CC1)OCCO2 (centres undefined)	19%	0
CCCCn1c(=O)c(C=Nc2cccnc2Cl)c(O)n(CCCCl)c1=O	-3%	6
O=P1(NCCCl)OCCCN1CCCl (centres undefined)	10%	14
O=c1c2ccccc2nc(-c2ccccc2)n1-c1ccccc1O	?	nt
CC(C)c1ccc(-n2c(O)c(C=NCCN3CCNCC3)c(=O)[nH]c2=S)cc1	-17%	-10

Arranged by formula weight (descending): some entries from above
SMILES	Lipid storage S3	Lipid storage S3 cell count max
CC(C)c1ccc(-n2c(O)c(C=NCCN3CCNCC3)c(=O)[nH]c2=S)cc1	-17%	-10
CCCCn1c(=O)c(C=Nc2cccnc2Cl)c(O)n(CCCCl)c1=O	-3%	6
C(=NC12CN3CN(CN(C3)C1)C2)c1cccs1	6%	-1

(listing goes on)
SMILES	Lipid storage S3	Lipid storage S3 cell count max
O=C(Cc1ccccc1)Oc1ccc([N+](=O)[O-])cc1	?	nt
O=C(c1ccccc1)C1NC1c1ccccc1 (centres undefined)	7%	nt
CCN(CC)c1ccccc1	?	nt
CC(Cc1ccccc1Sc1ccc(O)cc1)N(C)C (centres undefined)	?	nt
CCN(CC)CCCN=C(C)c1c(O)n(-c2ccc(C)cc2)c(=O)[nH]c1=O	-17%	-3
CN1CCN(c2ccc(N)cc2Cl)CC1	0%	3
CCN1CCN(C(=O)Cc2coc3ccc4ccccc4c23)CC1	?	nt
O=C(c1cc(C(=O)NCc2ccc(Cl)cc2)c(=O)n(Cc2ccc(Cl)cc2)c1)c1cc(F)ccc1O	?	nt
C=CCn1c(O)c(C(CC)=NCCC2=CCCCC2)c(=O)[nH]c1=O	?	nt
CCN(CC)c1ccc(N=Cc2c(O)n(CCc3ccc(OC)c(OC)c3)c(=O)[nH]c2=O)cc1	-4%	17
Cc1ccc2c(c1)C1CN(C)CCC1N2C(=O)COc1ccc(S(=O)(=O)N2CCOCC2)cc1 (centres undefined)	?	nt
CCOc1ccc(/C=C2/C(=O)NC(=O)N(CCc3ccc(F)cc3)C2=O)cc1	?	nt
O=C(O)C1C2CCC(O2)C1C(=O)Nc1ccc(Cl)cc1 (centres undefined)	-16%	18
Cc1nc2ccc(Cl)cc2c(=O)n1-c1cccc(Cl)c1	9%	3
COC(=O)C1=C(c2ccc3ccccc3c2)C[C@@H]2CC[C@H]1N2C(=O)NCCO	?	nt
O=C(Nc1ccccc1)NC1CC2CCC(C1)N2 (centres undefined)	?	nt
O=C1NC(=O)N(c2ccccc2)C(=O)/C1=C/c1ccc(Sc2ccccc2)o1	?	nt
CCOC(=O)C(C)(CC)NC(=O)CSP(=S)(OCC)OCC (centres undefined)	i	nt
COc1ccc(CCNCc2cccn2C)cc1OC	i	11
COC(=O)C1=C(c2ccc(OCc3ccccc3)cc2)C[C@@H]2CC[C@H]1N2C(=O)NC1CCN(Cc2ccccc2)CC1	?	nt
O=c1[nH]c(=S)[nH]c(O)c1N=Nc1ccc2c(c1)OCCO2	?	nt
CCC(C)N1C(=O)/C(=C\c2cnc(N(C)C)nc2)C(=O)NC1=S (centres undefined)	?	nt
O=c1[nH]c2ccccc2n1C1CCN(CCCC(c2ccc(F)cc2)c2ccc(F)cc2)CC1	?	nt
O=C(O)Cn1cc(/C=C2\C(=O)NC(=O)N(c3ccc(F)cc3)C2=O)c2ccccc21	-6%	14
FC(F)(F)c1ccccc1CCN1CCNCC1	-13%	nt
COC(=O)N(C)c1ccc(C(O)(C(=O)OC)C(F)(F)F)cc1 (centres undefined)	19%	-13
Cc1cccc(OP(N)(N)=O)c1C	?	nt
N#CCC(=O)NN1Cc2ccccc2C1=N	18%	-3
Cc1ccc(S(=O)(=O)Oc2ccccc2C=C2C(=O)N(C)C(=O)N(C)C2=O)cc1	?	nt
CCC(C)N=Cc1c(O)n(-c2ccccc2)c(=O)[nH]c1=O (centres undefined)	?	nt

Another view of some results above.
SMILES: Cc1ccc(S(=O)(=O)Oc2ccccc2C=C2C(=O)N(C)C(=O)N(C)C2=O)cc1
  Lipid storage S3 = ?
  Lipid storage S3 cell count max = nt
SMILES: COC(=O)N(C)c1ccc(C(O)(C(=O)OC)C(F)(F)F)cc1 (centres undefined)
  Lipid storage S3 = 19%
  Lipid storage S3 cell count max = -13
SMILES: CCC(C)N1C(=O)/C(=C\c2cnc(N(C)C)nc2)C(=O)NC1=S (centres undefined)
  Lipid storage S3 = ?
  Lipid storage S3 cell count max = nt

(list continues)
SMILES	Lipid storage S3	Lipid storage S3 cell count max
CC(O)(CS(=O)(=O)c1ccccc1)C(=O)Nc1cccc(C(F)(F)F)c1 (centres undefined)	?	nt
CSc1ccc(CNC2CN3CCC2CC3)cc1 (centres undefined)	?	nt
Cc1cccc(N2C(=O)CC(=O)NC2=O)c1	?	nt
COc1cc(O)cc2c1C(=O)OC(C)CCCC(=O)CCC/C=C\2 (centres undefined)	i	-5
Cn1cc(C(=O)NCc2ccccc2)c2ccccc21	?	nt
COC1CCCCC1NCCc1ccccc1 (centres undefined)	-3%	-9
Cc1cc(OC(C)C(=O)NCC2CCC(C(=O)O)CC2)c2c3c(c(=O)oc2c1)CCC3 (centres undefined)	?	nt
O=c1[nH]c(=O)n(C2CCCCC2)c(O)c1C=NCCCn1ccnc1	i	18
COc1ccc2c(C)c(CC(=O)N3C[C@H]4C[C@@H](C3)c3cccc(=O)n3C4)c(=O)oc2c1	?	nt
CCOC(=O)c1cccc([P+](=O)O)c1	4%	5
CCCCn1c(O)c(C=NCc2ccc3c(c2)OCO3)c(=O)[nH]c1=O	?	nt
CC(C)CCNC(=O)CN1C(=O)CN=C(c2ccccc2)c2ccccc21	?	nt
Cc1c(-c2ccccc2)c(P(=O)(N2CCOCC2)N2CCOCC2)c2ccccn12	?	nt
Cc1cc(C)c(C(=O)N2CCC3(CC2)OCCO3)c(C)c1	?	nt
CCCCCCn1c(O)c(C=NCCN2CCOCC2)c(=O)[nH]c1=O	7%	-11
COc1ccc(/C=C2/C(=O)NC(=O)N(c3ccc(C)c(C)c3)C2=O)cc1CN1C(=O)c2ccccc2C1=O	-2%	-11
COc1ccc(/C=C2/C(=O)NC(=O)N(c3ccccc3)C2=O)cc1CN1C(=O)c2ccccc2C1=O	?	nt
O=C(c1cc(F)ccc1F)C1CCCN(Cc2ccc3nonc3c2)C1 (centres undefined)	-22%	4
COCCCNC(=O)c1c(N)n(Cc2ccco2)c2nc3ccccc3nc12	-19%	-15
OC1(c2ccc(F)cc2)CCNC1 (centres undefined)	-6%	-17
O=C1C2CCN(CC2)C12CC2c1ccc(C(F)(F)F)cc1 (centres undefined)	6%	-4
CCOc1cc2c(cc1OCC)-n1cccc1C(c1ccc(F)c(OC)c1)NC2 (centres undefined)	?	nt
Cc1nn(Cc2ccccc2)c(C)c1C(=O)OCC(=O)Nc1ccccc1SCC#N	?	nt
COc1cccc(C2=NOC(C(=O)N3CCC4(CC3)OCCO4)C2)c1 (centres undefined)	0%	-16
CC(C)Nc1ccc(Nc2ccccc2)cc1	?	nt
CCOC(=O)C1=C(N)Oc2c(c(=O)oc3ccccc23)C12C(=O)N(C)c1ccccc12 (centres undefined)	6%	0
CC1(C)N=C(c2ccccc2)[C@@H]2C(c3ccc([N+](=O)[O-])cc3)N21 (some centres undefined)	?	nt
COc1ccc(NC(=O)c2cc([N+](=O)[O-])ccc2N2CCNCC2)cc1	?	nt
CC(C(=O)O)N(C(=O)c1ccccc1)c1ccc(F)c(Cl)c1 (centres undefined)	?	nt
COc1ccc(CC2(CCc3ccccn3)C(=O)NC(=O)N(c3ccccc3C)C2=O)cc1OC (centres undefined)	15%	9
COc1cccc(-n2c(O)c(C=Nc3c(C)n(C)n(-c4ccccc4)c3=O)c(=O)[nH]c2=O)c1	0%	-3
O=C(Cn1ncc2c3ccccc3n(Cc3ccccc3)c2c1=O)N1CCC2(CC1)OCCO2	19%	-13
Cc1ccc(OC(F)F)c(N2C(=O)C3C4CCC(O4)C3C2=O)c1 (centres undefined)	0%	18
CC(=O)Cc1c[nH]c2ccccc12	-3%	0
CCCOP(=O)(c1ccc(N(C)C)cc1)C(O)c1ccccc1OC (centres undefined)	?	nt
CC(C)CCP(=O)(O)c1ccccc1	i	-10
O=C(NCCN1CCOCC1)c1ccc(Cl)nc1	-16%	11
O=c1c2ccccc2nc(-c2ccccc2)n1-c1ccncc1	i	nt
COc1ccc(N=Cc2c(O)n(CC3CCCO3)c(=O)[nH]c2=O)cc1 (centres undefined)	16%	16
C[C@]12CC[C@H](O)C[C@@H]1CC[C@@H]1[C@@H]2CC[C@]2(C)C(=O)CC[C@@H]12	3%	-13
CCCCCCn1c(O)c(C=NCCCn2ccnc2)c(=O)[nH]c1=O	i	nt
CC1CCC(C(C)C)C(OP(N)(=O)c2ccccc2)C1 (centres undefined)	12%	nt
COc1ccc(CN2CCN(C(=O)Cc3ccccc3)CC2)c(OC)c1	-5%	23
c1ccc(CNCCc2c[nH]c3ccccc23)cc1	-3%	-24
Cc1ccc2nc3c(cc2c1)CC1(C(=O)N(C)C(=O)N(C)C1=O)C1COCCN31 (centres undefined)	14%	-7
CN1C(=O)C(=Cc2ccccc2OCc2ccccc2Cl)C(=O)N(C)C1=O	9%	-1
CN1C(=O)C(=Cc2cn(CC(=O)N3CCCC3)c3ccccc23)C(=O)N(C)C1=O	?	nt
Cn1ccnc1P(=S)(c1nccn1C)N1CCOCC1	?	nt
CCCNC(=O)N1[C@H]2CC[C@@H]1C(C(=O)OC)=C(c1ccc(F)cc1OCc1ccccc1)C2	?	nt
CN1CCN(c2nc3ccccc3o2)CC1	-8%	4
The listing continues:
SMILES	Lipid storage S3	Lipid storage S3 cell count max
CCc1ccc2c(CN3CC=C(c4ccccc4)CC3)cc(=O)oc2c1	24%	-1
O=S1(=O)N(CCN2CC=C(c3c[nH]c4cc(F)ccc34)CC2)c2cccc3c2N1CCC3	?	nt
COC(=O)C1=C(c2ccc(F)cc2OCc2ccccc2)C[C@@H]2CC[C@H]1N2C(=O)NCc1cccc(F)c1	?	nt
Cc1nn(Cc2ccccc2)c(Cl)c1C(=O)NC1CCCc2ccccc21 (centres undefined)	?	nt
CCC(C)n1c(C)cc(C(N)=O)c1C (centres undefined)	?	nt
O=C(CN1CC(c2ccccc2)CC1=O)Nc1ccc(F)cc1 (centres undefined)	7%	15
O=c1c2ccccc2nc(-c2ccco2)n1-c1ccc(Br)cc1	i	nt

This is a subset. The share of hits here may be higher or lower than overall.
